FUS suppressor = suppressors of FUS proteinopathy in yeast; actives 0.24% (n = 390,000); Potency, µM (top dose mostly 76.6 µM), without a hit: at the top dose growth rescue (activation), most hits filed as activators; S. cerevisiae FUS-expressing, growth rescue, OD600, 24 h;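 note: potency is the fitted concentration of half-maximal effect; plate controls were DMSO vehicle for no effect and reference control for full effect; nearly all actives have a fitted effect of over 55% in size; some results filed as inactive show a strong effect at the top dose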
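Galactose (2%) drives FUS expression in yeast precultured in raffinose; seeding density OD 0.005. Test compounds incubated 24hr at 30C and 99% humidity before absorbance at 600 nm was measured.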
GLP-1R inv ag = GLP-1 receptor (human) inverse agonism; HEK293 GLP-1R CRE-luciferase, luminescence, 24 h; GLP-1R form is constitutively active; Potency, µM (titrated, usually from 38.3 µM), for inactives: at the highest dose activity change, negative = inhibition, most hits filed as inhibitors; actives 1.6% (n = 410,000); note: potency is the fitted concentration of half-maximal effect; % is set by controls: 0 for no effect and ±100 for the full control effect; nearly all actives have a fitted effect of over 55% in size
Target sequence (P43220 whole entry, looked up): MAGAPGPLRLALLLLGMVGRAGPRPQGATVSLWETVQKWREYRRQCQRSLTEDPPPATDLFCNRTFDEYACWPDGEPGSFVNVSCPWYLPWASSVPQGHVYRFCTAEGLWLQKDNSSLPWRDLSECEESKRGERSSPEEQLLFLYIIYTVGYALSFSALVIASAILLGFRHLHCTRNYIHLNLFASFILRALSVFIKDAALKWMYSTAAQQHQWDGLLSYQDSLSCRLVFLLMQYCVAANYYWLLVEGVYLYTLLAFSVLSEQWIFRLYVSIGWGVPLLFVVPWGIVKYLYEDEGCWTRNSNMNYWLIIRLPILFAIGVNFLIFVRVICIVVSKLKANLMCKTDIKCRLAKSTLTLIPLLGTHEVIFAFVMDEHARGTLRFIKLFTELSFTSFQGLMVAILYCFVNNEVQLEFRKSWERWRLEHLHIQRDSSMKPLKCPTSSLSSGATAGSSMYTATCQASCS
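Stable HEK293 clone (constitutively active GLP-1R + cAMP-response luciferase); 200 cells/uL plated, 12 h pre-culture, compound 24 hr, 37 deg C/5% CO2; detection reagent 12 min RT; luminescence.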
Abeta yeast res = restores growth of yeast expressing A-beta42 peptide. actives 0.063% (n = 410,000). yeast expressing A-beta42, growth rescue, OD600, 48 h; response scale: 0% DMSO, 100% iron-clioquinol control. Potency, µM (highest dose often 46.1 µM), for inactives: at the top dose growth rescue, usual class: activators; note: potency is the fitted concentration of half-maximal effect; nearly all actives have a fitted effect of over 55% in size
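Yeast A-beta toxicity model in growth medium with pinned compounds, 48 h at 30 C; growth read as absorbance at 600 nm. Normalized to FeCl3/clioquinol equimolar mix (positive) and DMSO (negative).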
TDP43 rescue = TDP-43 toxicity inhibition in yeast | TDP-43 expressing yeast growth rescue, BacTiter-Glo, 24 h | Potency, µM (titrated, usually from 46.1 µM), inactives show at the top dose growth rescue (activation), most hits filed as activators | actives 1.8% (n = 410,000) | AID 652104; note: potency is the fitted concentration of half-maximal effect; % of control where 0% means no effect; nearly all actives have a fitted effect of over 50% in size
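Cell-based yeast growth screen: TDP-43 expression induced in galactose, inoculum OD600=0.02 after raffinose pregrowth to mid-log. Read-out BacTiter-Glo luminescence at 24 hr, 30 deg C; inhibition of toxicity seen as signal increase.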
Mm-Cpn inhibitor = blocks the Methanococcus maripaludis chaperonin Mm-Cpn; AID 504842; Potency, µM (top dose mostly 76.9 µM), for the others: top-dose activity, negative = inhibition, hits mostly inhibitors; actives 0.031% (n = 330,000); purified Mm-Cpn ATPase, ADP Transcreener TR-FRET; note: potency is the fitted concentration of half-maximal effect; % is set by controls: 0 for no effect and ±100 for the full control effect; nearly all actives have a fitted effect of over 80% in size
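ATP (10 uM final) was added to archaeal chaperonin (25 nM final) after 10 min exposure to test compound at 37°C; after 30 min further incubation, ADP was detected by competitive TR-FRET.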
HEK293 tox = cytotoxic in the GLP-1 receptor inverse agonist counter-screen. HEK293 cAMP-luciferase reporter cells, luminescence, 24 h. Potency, µM (titrated, usually from 38.3 µM), for inactives: at the highest dose activity change, negative = inhibition, hits mostly inhibitors. actives 0.13% (n = 410,000);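 note: loss of luciferase light is scored as toxicity; potency is the fitted concentration of half-maximal effect; % is set by controls: 0 for no effect and ±100 for the full control effect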
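To flag toxic compounds, the library was rerun on cells for 24 hr at 37 deg C and 5% CO2. Viability-linked luminescence was captured 12 min after adding luciferase detection reagent.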
aSyn yeast inh = alpha-synuclein toxicity inhibition in yeast; Yeast expressing alpha-synuclein, growth rescue, BacTiter-Glo, 24 h; Potency, µM (doses to about 46.1 µM), for inactives: at the top dose growth rescue (activation), actives largely listed as activators; AID 652106; actives 0.14% (n = 370,000); note: potency is the fitted concentration of half-maximal effect; % of control where 0% means no effect; nearly all actives have a fitted effect of over 65% in size
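Galactose-induced alpha-syn yeast (OD600=0.02, raffinose-pregrown) + pinned cpd, 24 hr, 30 deg C; growth by BacTiter-Glo luminescence. Growth restoration scores as activation.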
PTHR1 agonist = PTHR1 (human) receptor agonism; actives 0.075% (n = 410,000); AID 743266; Q03431; HEK293 GP2 PTHR1 cells, GloSensor cAMP luminescence, 1 h; Potency, µM (doses to about 115 µM), without a hit: top-dose activation, usual class: activators; note: potency is the fitted concentration of half-maximal effect; nearly all actives have a fitted effect of over 55% in size; some results filed as inactive show a strong effect at the top dose; inactives centre near -15; many of its hits are not listed in these tables
Target sequence (Q03431 whole entry, looked up): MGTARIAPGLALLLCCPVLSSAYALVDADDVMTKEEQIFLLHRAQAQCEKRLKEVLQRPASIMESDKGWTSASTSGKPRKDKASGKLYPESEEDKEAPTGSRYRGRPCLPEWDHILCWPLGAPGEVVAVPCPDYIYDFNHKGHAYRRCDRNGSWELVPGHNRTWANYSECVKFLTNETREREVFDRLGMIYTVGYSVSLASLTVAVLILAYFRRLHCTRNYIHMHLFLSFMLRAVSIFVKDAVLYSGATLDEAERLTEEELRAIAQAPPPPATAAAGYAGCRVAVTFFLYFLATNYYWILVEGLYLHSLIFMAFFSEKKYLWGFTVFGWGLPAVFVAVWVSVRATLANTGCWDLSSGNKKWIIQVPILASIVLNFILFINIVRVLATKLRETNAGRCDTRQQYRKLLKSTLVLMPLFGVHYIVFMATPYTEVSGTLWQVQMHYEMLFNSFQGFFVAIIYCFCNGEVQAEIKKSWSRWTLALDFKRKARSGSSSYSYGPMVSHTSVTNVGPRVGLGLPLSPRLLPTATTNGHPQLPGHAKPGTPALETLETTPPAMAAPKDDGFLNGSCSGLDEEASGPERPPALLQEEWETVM
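HEK-293-derived GP2 cells expressing PTHR1 and a GloSensor cAMP reporter, 3,000/well, plated overnight, given luciferin plus IBMX (each 0.5 mM as added) for 1 h at 37 °C, then compound for 1 h at 37 °C. Luminescence was read after 15 min at room temperature.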
pAkt inh = Akt phosphorylation inhibition; Neuro2A IGF-stimulated pAkt S473 HTRF, 20 min; stronger effect = lower value; activity change, % for hits at 50 µM; actives 0.32% (n = 360,000); AID 651550; in the data active = activity change below about -80%; inconclusive = mostly about -51% to -80%; note: % is set by controls: 0 for no effect and ±100 for the full control effect
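Single-point screen (50 µM final compound) in Neuro2A cells stimulated 20 min with 6 nM IGF at 37 deg C. After lysis, Ser473-phosphorylated Akt read by HTRF (ex 330 nm, em 615/665 nm) as the 665/615 ratio.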
Numbers without * were called inactive; i = inactive; ? = inconclusive; . = no result given; [ ] = another dose, or the depositor's remark. Unless noted, calls come from the whole dose curve; as a rule, active = well fitted curve in the direction sought with a large enough effect; inconclusive = small, poorly fitted or top-dose-only effect, or another doubt; inactive = no such curve, though single readings can be large; an effect the other way counts as inactive or inconclusive.

SMILES | FUS suppressor | GLP-1R inv ag | Abeta yeast res | TDP43 rescue | Mm-Cpn inhibitor | HEK293 tox | aSyn yeast inh | PTHR1 agonist | pAkt inh
CCOc1ccc(NC(=O)N2CCC(c3nc4ccccc4o3)CC2)cc1 | 5% | ? | -82%[inhibitor] | 9% | 0% | -4% | 10% | i | i
Cc1nn(-c2ccccc2)c2nc(-c3ccccc3)cc(C(=O)N3CCOCC3)c12 | ? | ? | 27% | ? | -4% | 21% | 8% | -1% | i
Nc1cc2c(cc1Br)-c1ccccc1C2=NO | . | ? | -39%[inhibitor] | ? | . | -10% | 12% | 3% | i
Cc1nnc(NC(=O)c2cc(S(=O)(=O)N(C)C)ccc2N2CCCC2)s1 | 1% | 4% | -9% | 0% | -1% | 6% | 0% | -27% | i
Cc1cc(C)c(CN2CCN(C(=O)Cn3cnc4c(NCc5ccccc5)ncnc43)CC2)c(C)c1 | -1% | 8.9µM* | 2% | 12% | 0% | -3% | 5% | -28% | i
Oc1ccc(Br)cc1-c1n[nH]c(=S)n1Cc1ccccc1 | 34% | ? | 10% | -22% | 2% | -9% | 13% | i | i
O=Cc1ccccc1Oc1nc(N2CCOCC2)nc(N2CCOCC2)n1 | 23% | 12% | 13% | -8% | 1% | 6% | 4% | -54%[inhibitor] | i
CC(C)(C)NC(=O)c1cccc2c1C(=O)c1ccccc1-2 | 23% | -17% | -28% | -1% | 0% | -4% | 6% | i | i
Cc1cc(C)c(C)c(S(=O)(=O)NCCCn2ccnc2)c1C | 2% | -6% | 9% | 3% | -2% | 5% | 2% | i | i
Cc1cc(Cl)ccc1OCCCC(=O)OCC(N)=O | -1% | 12% | ? | ? | -5% | -5% | 10% | i | i
CCOc1ccccc1NC(=O)N(C)CCc1c(C)nn(CC)c1C | 10% | -13% | -13% | 12% | . | 3% | . | 11% | .
O=S(=O)(c1ccccc1)c1cnn2c(C(F)(F)F)cc(-c3ccc(F)cc3)nc12 | 1% | 2% | -8% | -4% | -11% | 9% | -10% | i | i
O=C(OCc1cccc(C(F)(F)F)c1)c1cc([N+](=O)[O-])ccc1N1CCOCC1 | 25% | 10µM* | -5% | 0% | 4% | -9% | 18% | -26% | i
Cc1c(NC(=O)c2cc3c(=O)n4ccccc4nc3s2)c(=O)n(-c2ccccc2)n1C | -28% | 2% | -4% | 11% | 1% | -11% | -6% | i | i
O=C(NCC(c1ccco1)N1CCCCC1)c1ccc([N+](=O)[O-])s1 (stereo not given) | 35% | ? | 7% | -8% | 1% | -14% | 1% | -10% | i
COc1ccc(C(=O)c2ccc(Cl)cc2)c(OC)c1OC | 1% | -15% | -3% | 0% | . | 30% | 15% | -25% | i
COc1cc(OC)c(NC(=O)c2ccc(-n3cnc4cccnc43)cc2)cc1Cl | 1% | 15% | -6% | ? | . | -13% | -8% | i | .
Cc1ccc(-c2cn3nc(-c4ccccc4)c(-c4ccccc4)nc3n2)cc1 | 25% | -2% | -4% | -1% | -2% | 237%[activator] | 0% | i | i
CC(=O)c1ccc(NC(=O)c2ccc(C)c(S(=O)(=O)N3CCOCC3)c2)cc1 | 11% | -17% | -3% | -15% | 1% | -4% | -2% | -39%[inhibitor] | i
CCN(CC)C(=O)CSc1ccccc1N | -17% | 0% | 6% | 8% | -1% | 1% | -1% | -2%[57.5 µM] | .
O=c1[nH][nH]c(=O)n1-c1ccccc1 | 6% | 2% | 5% | . | 1% | -23% | -2% | -16% | i
CCC(=O)N(Cc1cc2c(C)cc(C)cc2[nH]c1=O)C1CCCCC1 | 24% | ? | 9% | 2% | 0% | -25% | -6% | -6%[57.5 µM] | i
CCNC(=O)CC1C(=O)N(c2ccccc2)C(=O)N1CCc1ccc(OC)cc1 (stereo not given) | 5% | 7% | -6% | -23% | 2% | 2% | 0% | i | i
COc1ccc(OCC(=O)N2CC3(C)CC2CC(C)(C)C3)cc1 (stereo not given) | 13% | ? | 1% | -8% | 1% | -11% | 3% | i | i
COc1ccc(NC(=O)Cn2nnc3sc4c(c3c2=O)CCCC4)cc1 | 9% | -2% | 7% | 6% | . | 14% | . | -26% | .

Reprinted from the part before: 2 compounds, followed by the next part.
SMILES | FUS suppressor | GLP-1R inv ag | Abeta yeast res | TDP43 rescue | Mm-Cpn inhibitor | HEK293 tox | aSyn yeast inh | PTHR1 agonist | pAkt inh
COc1ccc(OCC(=O)N2CC3(C)CC2CC(C)(C)C3)cc1 (stereo not given) | 13% | ? | 1% | -8% | 1% | -11% | 3% | i | i
COc1ccc(NC(=O)Cn2nnc3sc4c(c3c2=O)CCCC4)cc1 | 9% | -2% | 7% | 6% | . | 14% | . | -26% | .
CC(=C/c1ccco1)/C=N/NC(=O)CSc1nnc(SCc2ccc(C)cc2)s1 | 5% | ? | 18% | 24% | -3% | -15% | 6% | -15% | i
CCc1ccccc1NC(=O)CN1CCN(CC(=O)Nc2ccc3c(c2)OC2(CCCCC2)O3)CC1 | -6% | ? | -15% | -4% | . | 2% | 2% | -3% | i
C/C(=N\N=C\c1ccccc1)c1nnn(-c2nonc2N)c1C | 15% | -4% | 18% | 0% | -1% | 0% | 5% | i | i
CCOc1ccc(C(C)=O)cc1CN1c2ccc(S(N)(=O)=O)cc2CC1C (stereo not given) | 26% | 37%[activator] | 11% | -5% | -6% | -11% | -3% | -25% | i
COC(=O)c1c(C)[nH]c(O)c1C=Nc1ccc(C(C)C)cc1 | 20% | -14% | 2% | 24% | -1% | 4% | -4% | -2% | i
CCOc1ccc(-c2cc(CCCC(=O)NCc3cccnc3)no2)cc1 | -14% | 4% | -7% | 5% | -1% | -3% | 2% | -23% | i
O=C(NCC(c1ccc(Cl)cc1)N1CCCCC1)c1ccccc1F (stereo not given) | 8% | 18% | 8% | 12% | . | 0% | . | -8% | .
Cc1cccc(C(=O)Nc2nnc(-c3ccncc3)o2)c1 | 9% | 9% | 21% | 0% | -1% | 1% | -6% | -4% | i
COc1ccc(-n2c(=O)c(CCC(=O)N(C)Cc3cccs3)nc3ccccc32)cc1 | 19% | ? | 13% | ? | -1% | -10% | 2% | -38%[inhibitor] | i
Oc1ccc(C[C@H]2CNCCN2CCCCC2CCCCC2)cc1 | 5% | ? | -30% | -8% | 0% | ? | -18% | 8% | i
O=C(CCn1cccn1)Nc1cccc(C(F)(F)F)c1 | -12% | -7% | 0% | 18% | . | -5% | . | 1% | .
NC(=O)CC(NC(=S)NCc1ccccc1)C(=O)O (stereo not given) | 15% | ? | 0% | 3% | 0% | -15% | -3% | i | i
CCC1(C)Cc2c(sc3c2c(=O)n(C)c2nnc(SCC(=O)c4ccccc4)n32)CO1 (stereo not given) | 0% | 0% | 10% | -6% | . | 1% | 0% | -9%[57.5 µM] | i
CCOc1ccc(-c2n[nH]c(=S)n2Cc2ccccc2)cc1 | -8% | -8% | -2% | -17% | -2% | -10% | -1% | i | i
COc1ccc(C2N3CC4(C)CN2CC(C)(C3)C4O)cc1OC (stereo not given) | -23% | -1% | 19% | 2% | -4% | -6% | -10% | -24%[57.5 µM] | i
O=C(NC(c1ccccc1)c1ccccc1)C1CCCC1 | . | ? | 25% | ? | -1% | 2% | -5% | i | i
Fc1ccc(-c2nnsc2Sc2ccccn2)cc1 | -14% | 19% | -7% | -10% | 0% | 3% | -4% | -9% | i
COc1ccc(OC)c2c1sc(=NC(=O)C(C)(C)C)n2C | -2% | -5% | -9% | 22% | 0% | -10% | -2% | -6% | i
CCOC(=O)c1[nH]c2cc(OC)c(OC)cc2c1NC(=O)CCN1CCSCC1 | 9% | 8% | 14% | 10% | -3% | 2% | -2% | -24% | i
CCCCC12CN3CCN(CC(C3)/C1=N\NC(=O)c1ccccc1N)C2 | 12% | 17% | -2% | -2% | 0% | -3% | 1% | -2% | i
CCN(CC)CCn1c2c(c(SCC(=O)Nc3cccc(C(F)(F)F)c3)nc1=O)CCC2 | -11% | 8% | -9% | 1% | . | 0% | . | -12% | .
CCOC(=O)C(NCCc1ccc(F)cc1)(NC(=O)CC)C(F)(F)F (stereo not given) | . | 5% | -26% | ? | 2% | 1% | ? | i | i
O=C(Cc1ccc(Cl)cc1)Nc1cccnc1Cl | -23% | 4% | 4% | 29% | . | 2% | 8% | i | i
COc1cc2c(cc1O)C(CSC)Cc1cc3c(cc1N(C)CC2)OCO3 (stereo not given) | 1% | ? | 7% | 14% | . | -4% | 1% | -14% | i
CN(C)S(=O)(=O)c1ccc2c(c1)nc(CCC(=O)NCC1CCCCC1)n2C | 7% | -4% | -20% | -6% | 0% | -13% | -1% | -17%[57.5 µM] | i
Cc1ccc(/C=C(\C#N)C(=O)NCC2CCCO2)o1 (stereo not given) | 2% | 2% | -7% | 21% | -2% | 3% | 0% | i | i
Cc1noc(C)c1COc1cccc(C(=O)NC(C)(C)C)c1 | -36% | 4% | 10% | -4% | -2% | -4% | -10% | -15% | i
C=C1CCC2[C@](C)(CO)[C@H](O)CC[C@@]2(C)[C@@H]1C/C=C1\C(=O)OC[C@H]1O (stereo not given in full) | -27% | 3% | 0% | 8% | -4% | 3% | -1% | -20% | i

Some of these compounds in order of their number in PTHR1 agonist, largest number first:
Structure | GLP-1R inv ag | Mm-Cpn inhibitor | PTHR1 agonist | pAkt inh
Nc1cc2c(cc1Br)-c1ccccc1C2=NO | ? | . | 3% | i
COc1ccc(OC)c2c1sc(=NC(=O)C(C)(C)C)n2C | -5% | 0% | -6% | i
Cc1noc(C)c1COc1cccc(C(=O)NC(C)(C)C)c1 | 4% | -2% | -15% | i
Cc1nnc(NC(=O)c2cc(S(=O)(=O)N(C)C)ccc2N2CCCC2)s1 | 4% | -1% | -27% | i

Bioassay records: PubChem BioAssay, National Center for Advancing Translational Sciences (NCATS)

Some of the compounds tested. The share of hits here may be higher or lower than overall.
